PP1 inh: PP1-alpha (human) inhibition in PP5 counter-screen | purified PP1alpha, OMFP fluorescence | inhibition, % at 6.7 µM | 320,000 compounds, 0.9% hits;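 active means inhibition above the mean inhibition of all tested compounds plus 3 SD, computed separately for each screening campaign, cut at about 15% in these data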
CTSL1 counter: cathepsin L1 inhibition, PFM18AAP counter-screen; AID 1906; 300,000 compounds, 0.49% hits; inhibition, % at 5.96 µM; recombinant F. hepatica cathepsin L1, Z-Leu-Arg-MCA fluorescence;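 active means inhibition above the mean of all tested compounds plus 3 SD, set per screening campaign, cut at about 17% in these data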;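 further: 0% = plate median of test compound wells and 100% = 1 µM Z-Phe-Ala-diazomethylketone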
GRK2 aptamer HTS: inhibitors of human GRK2 displacing RNA aptamer | 330,000 compounds, 0.59% hits | inhibition of aptamer binding, % at 10 µM | bead flow cytometry, FAM-aptamer displacement from GRK2 | AID 488847 | P25098;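 active means inhibition of aptamer binding above 40%, roughly 3 SD of noise, on plates passing a quality check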;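 further: median bead fluorescence of bound FAM aptamer so fluorescent compounds give negative values; no value below 0 was filed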
JMJD2C inh: human JMJD2C demethylase inhibition; GST-JMJD2C(1-420) H3K9me3 demethylation, DELFIA europium; inhibition, % at 2.35 µM; 330,000 compounds, 0.069% hits; AID 2099;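 active means more than half of a compound's replicate wells show inhibition beyond 50%, single wells judged on their own value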;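 further: signal counts dimethyl H3K9 product captured on neutravidin plate; 0% = median of DMSO wells and 100% = 0.3 times that DMSO median; strong numbers were not always called active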
Target sequence (Q9H3R0 1-420 limits assumed): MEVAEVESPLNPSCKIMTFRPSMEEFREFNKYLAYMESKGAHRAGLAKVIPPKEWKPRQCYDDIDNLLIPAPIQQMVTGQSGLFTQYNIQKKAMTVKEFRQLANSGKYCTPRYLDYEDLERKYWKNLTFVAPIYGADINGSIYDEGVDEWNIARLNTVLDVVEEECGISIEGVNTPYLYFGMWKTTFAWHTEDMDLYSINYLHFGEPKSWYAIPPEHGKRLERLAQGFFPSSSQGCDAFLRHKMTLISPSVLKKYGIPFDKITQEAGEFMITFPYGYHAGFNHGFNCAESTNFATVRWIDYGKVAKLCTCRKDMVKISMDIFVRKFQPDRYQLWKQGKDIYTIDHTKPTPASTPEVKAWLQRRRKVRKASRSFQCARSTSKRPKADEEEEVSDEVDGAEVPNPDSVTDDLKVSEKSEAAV
HCV core dimer: HCV core protein dimerization inhibition; inhibition, % at 5 µM; TR-FRET GST/Flag-core106 dimerization, 1536-well; 300,000 compounds, 0.33% hits; AID 1899;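 active means inhibition above the mean of all tested compounds plus 3 SD, set per screening campaign, cut at about 45% in these data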
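Assay system: GST-tagged and Flag-tagged HCV core protein residues 1-106 / Times: compound-protein-antibody incubation 4 h at 22.5 °C / Signal: time-resolved FRET, ex 340 nm, em 617 and 671 nm / Evaluation: % inhibition based on acceptor/donor emission ratio / Benchmarks: wells lacking GST-core106 and wells with excess unlabelled core106 / Repeats: singlicate, one well per compound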
VLA-4 inh: inhibition in a human VLA-4 binding assay; AID 2557; 330,000 compounds, 0.2% hits; VLA-4 expressing cells, ligand binding flow cytometry; inhibition, % (about 7 µM as worked out from the volumes in the protocol); in the data active means inhibition above about 50%
proCasp3 act: procaspase-3 (human) activation. P42574. recombinant procaspase-3 D3A, Ac-DEVD-pNA absorbance 405 nm. activation, % at 8.5 µM. 330,000 compounds, 0.11% hits;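 active means activation above the mean of all tested compounds plus 3 SD, cut at about 21% in these data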;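 further: 0% = DMSO alone and 100% = DMSO wells spiked with extra 5 µM PC-3 D3A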
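Evaluation: percent activation relative to control range; Material: Procaspase-3 D3A mutant, all three cleavage aspartates alanine; Compound: single dose, 8.5 µM nominal compound, 0.8% DMSO; Replication: one well per compound; Signal: absorbance at 405 nm, 0 and 120 min; Schedule: 1 h preincubation plus 2 h reaction at 25 °C.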
PP5 primary: inhibitors of human protein phosphatase 5 (PP5); purified PP5c, OMFP substrate fluorescence; inhibition, % at 6.7 µM; 320,000 compounds, 0.18% hits; AID 1987;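 active means inhibition above the campaign's mean inhibition across all tested compounds plus 3 SD, cut at about 9.5% in these data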;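 further: 0% = DMSO only and 100% = 100 µM cantharidin control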
Target sequence (P53041 whole entry, looked up): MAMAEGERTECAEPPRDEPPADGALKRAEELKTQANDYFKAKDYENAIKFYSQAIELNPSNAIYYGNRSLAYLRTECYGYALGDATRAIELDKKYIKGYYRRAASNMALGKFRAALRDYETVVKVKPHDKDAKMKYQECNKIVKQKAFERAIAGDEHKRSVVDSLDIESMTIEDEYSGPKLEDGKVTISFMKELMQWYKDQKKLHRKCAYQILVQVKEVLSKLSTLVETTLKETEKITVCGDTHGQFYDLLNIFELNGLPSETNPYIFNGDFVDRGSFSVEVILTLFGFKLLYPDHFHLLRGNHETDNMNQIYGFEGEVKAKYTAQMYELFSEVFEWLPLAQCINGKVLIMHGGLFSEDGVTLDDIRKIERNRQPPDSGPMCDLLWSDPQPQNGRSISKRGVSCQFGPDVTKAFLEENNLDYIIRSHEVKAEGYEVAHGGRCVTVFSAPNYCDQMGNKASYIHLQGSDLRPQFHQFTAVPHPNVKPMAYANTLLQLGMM
proCasp7 act: activates human procaspase-7, counter-screen for procaspase-3 activators; recombinant procaspase-7, Ac-DEVD-pNA absorbance 405 nm; D23A/D198A/D206A triple mutant, cannot self-cleave; scale: DMSO 0, 5 µM enzyme 100; activation, % at 8.5 µM; 330,000 compounds, 0.093% hits; AID 463210;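 active means percent activation above the screen-wide mean plus 3 SD, cut at about 25% in these data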
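Assay system: Uncleavable procaspase-7 mutant enzyme / Input: 2 µM procaspase-7 mutant as dispensed / Dosing: single nominal 8.5 µM compound dose, 0.8% DMSO final / Timing: 1 h enzyme–compound preincubation and 2 h substrate reaction, both 25 °C / Detection: p-Nitroaniline absorbance at 405 nm, read at 0 and 120 min / Replication: singlicate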
* = called active by the depositor; · = not tested or not shown.

molecule	PP1 inh	CTSL1 counter	GRK2 aptamer HTS	JMJD2C inh	HCV core dimer	VLA-4 inh	proCasp3 act	PP5 primary	proCasp7 act
O=C(CN1C(=O)C2CC=CCC2C1=O)NC1CCCCC1 (configuration not stated)	-1	-2	0	-7	-4	6	3	-0.7	-4
CN(Cc1ccccc1)C(=O)COc1cccnc1[N+](=O)[O-]	-3	-5	0	0	-6	-5	4	-0.6	2
CCNS(=O)(=O)c1ccc(NS(=O)(=O)c2cc(C)ccc2C)cc1	1	-2	0	-5	3	25	2	-0.6	5
COc1ccc2[nH]c(-c3ccc(C)cc3)cc(=O)c2c1	-2	-1	3	3	-19	12	-2	1.0	-1
O=C(Nc1nc(=O)[nH]s1)c1ccccc1	-2	0	1	-10	-5	-4	2	-2.2	2
CCC1CCCCN1CCCNC(=O)c1ccc2c(c1)c(C)c(C)n2CC (configuration not stated)	0	2	0	6	-4	-7	7	0.1	4
CCOC(=O)c1sc(=S)n(CC)c1N	-4	-2	0	30	-2	-1	-6	1.6	3
O=C(CCCn1c(=O)oc2ccccc21)N1CCc2ccccc2C1	7	-18	4	-3	-1	2	-8	2.5	14
O=[N+]([O-])c1ccc(-c2c(-c3ccccc3)ncc3ccc(F)cc23)cc1	1	·	100*	5	·	15	8	2.2	6
CCC1CCCCN1CCN1C(=O)C2C(C(=O)Nc3ccc(OC)cc3)C3C=CC2(O3)C1C(=O)NC1CCCCC1 (configuration not stated)	2	-1	0	-38	-2	1	0	1.0	3
Cc1ccc(CN(Cc2cc3cccc(C)c3[nH]c2=O)C(=O)N(C)C)cc1	-1	4	6	-7	3	13	6	-0.4	11
CC(C)CCNC(=O)Cn1c(=O)oc2cc(S(=O)(=O)N3CCc4ccccc43)ccc21	-2	2	2	-5	7	30	2	3.3	7
Cc1c(C(=O)Oc2cccc3ccccc23)cnn1-c1ccccc1	-2	0	0	-33	2	2	4	2.2	5
COc1cccc(CNC(=O)Cn2cc3c(n2)CCCC3)c1	-2	-4	1	-7	2	-21	-4	0.6	10
Cc1ccc(CCN2CC(C(=O)NCCCN3CCCCCC3)CC2=O)cc1 (configuration not stated)	-2	-3	0	3	-1	1	2	2.5	3
Cc1[nH]n(-c2ccccc2)c(=O)c1/C=N/NC(=O)c1cccc([N+](=O)[O-])c1	-2	-2	0	10	-7	0	-1	1.9	5
CS(=O)(=O)c1ccc(-c2nnc(NC(=O)c3cccc(N4C(=O)CCC4=O)c3)o2)cc1	-9	1	0	-13	1	1	13	-0.4	6
O=C1CC(N2CCN(c3ccccc3F)CC2)C(=O)N1c1ccc(F)cc1 (configuration not stated)	-5	-4	0	9	2	19	-20	0.4	5
COC(=O)Cc1c(C(=O)OC)nnn1-c1ccc(OC(F)(F)F)cc1	0	1	0	-3	0	-5	9	1.1	10
CNC(=O)c1sccc1SCc1c(Cl)cccc1Cl	1	4	2	2	2	10	7	1.2	-9
CC(OC(=O)c1cccc([N+](=O)[O-])c1)C(=O)N1CCc2ccccc21 (configuration not stated)	-3	·	0	4	·	4	6	-0.4	7
N#CC(CC(=O)c1ccc(F)cc1)c1ccc2c(c1)OCO2 (configuration not stated)	1	5	0	-39	-3	18	6	1.5	7
COc1ccc(F)cc1S(=O)(=O)N1CCC2(CC1)OCCN2S(=O)(=O)c1cccs1	-1	-3	0	-1	0	9	11	-1.3	13
CCOC(=O)N1CCN(S(=O)(=O)c2ccc(C(=O)NNc3nc4ccc(Cl)cc4s3)cc2)CC1	16*	0	2	-18	17	4	-2	-0.1	-3
Cc1cccc(C(=O)N2CCN(Cc3nc4sc5c(c4c(=O)[nH]3)CCCC5)CC2)c1	-1	7	0	-4	10	3	-3	-0.5	2
COc1ccccc1NC(=O)CN1CCC(c2nc3ccccc3[nH]2)CC1	-4	0	0	3	-1	25	2	-1.8	4
O=C(Nc1ccc2oc(-c3ccncc3)nc2c1)c1ccccc1	-5	3	0	0	-1	3	-3	0.2	2
CC(C)NC(=O)C1CCN(S(=O)(=O)c2ccc(N3CCCC3=O)cc2)CC1	1	1	1	6	-5	7	10	-1.0	-4
COc1ccc(NC(=O)CCOc2ccccc2)c(OC)c1	2	1	0	9	-9	-9	10	2.7	-2
Cc1cccc(C)c1NS(=O)(=O)c1c(C)[nH]c(=O)[nH]c1=O	-5	-5	1	5	-27	0	6	0.8	6
Oc1ccc(/C=C/c2nc(-c3ccccc3O)n(-c3ccccc3)n2)cc1	2	5	2	-3	1	-19	2	2.9	9
CC(C)[C@H](NC(N)=O)C(=O)NCCc1ccc(Cl)cc1Cl	-2	2	1	110	0	11	0	0.5	-10
Cn1c(CSCc2ccc(F)cc2)nnc1SCC(=O)N1CCN(c2ccccc2)CC1	0	1	0	-8	-1	13	2	-2.0	-1
CCC1CCCCN1CCCNC(=O)c1c(O)nc2cc(C)ccn2c1=O (configuration not stated)	3	2	0	-23	-7	13	2	0.1	4
Cc1sc(N)c(C(=O)c2ccccc2Cl)c1C	-2	3	0	-23	3	29	2	3.9	3
COc1cc(-c2csc(C)n2)ccc1O	-1	5	0	7	-2	-3	-6	2.0	1
O=C(Nc1cccc(-c2ccc(N3CCOCC3)nn2)c1)c1ccc(Cl)cc1	-2	6	2	-36	4	4	4	-1.2	1
COc1ccc2[nH]c(C(=O)N(C)Cc3ccccc3)c(C)c2c1	-4	1	1	-8	-4	21	-13	3.4	-1
O=C(CN(C(=O)c1csnn1)c1cccc2c1CCCC2)NC1CCCC1	1	2	0	-1	-3	10	-1	-1.9	-9
CC(CC(=O)O)Nc1ccccc1O (configuration not stated)	-5	-5	0	5	-2	6	-16	1.3	-12
COc1cc(NC(=O)COC(=O)CCCC2=NS(=O)(=O)c3ccccc3N2)cc(OC)c1	-3	-7	0	4	3	12	5	3.5	-1
Cn1cc(C(=O)N2CCc3ccccc32)cn1	-2	-1	0	8	-2	22	0	-1.9	12
Cc1nc2scc(C)n2c(=O)c1S(=O)(=O)N1CCN(c2ccccc2)CC1	1	0	2	3	-3	-1	-1	1.9	-1
COc1ccc(NC(=O)c2cccc(NC(=O)c3ccccc3)c2)c(OC)c1	0	-4	1	32	3	9	-4	1.9	-3
CC(=O)c1cccc(NC(=O)CCNS(=O)(=O)c2cccc(C(C)=O)c2)c1	1	-2	0	8	-3	5	1	0.1	-4
O=C(O)c1ccccc1C(=O)Nc1nccs1	-3	-2	1	-2	2	-9	8	-2.6	0
NC(=S)Nc1ccccc1Br	-6	3	0	9	-4	11	-1	0.2	7
Cc1ccc(/C=N/NC(=O)CN2C(=O)CSc3ccccc32)o1	0	0	0	-5	5	8	8	-0.8	3
Cc1nccn1Cc1cccc2ccccc12	-1	0	1	5	-11	25	5	0.9	3
O=C(NCC(=O)N1CCN(S(=O)(=O)c2ccccc2)CC1)c1ccc(Br)o1	-3	-2	0	-9	-12	12	15	-0.8	1

The results go on.
molecule	PP1 inh	CTSL1 counter	GRK2 aptamer HTS	JMJD2C inh	HCV core dimer	VLA-4 inh	proCasp3 act	PP5 primary	proCasp7 act
O=C(c1ccccc1)c1c[nH]c(C(=O)NNc2ccccc2)c1	2	-1	1	16	-4	17	-9	0.2	-10
COc1ccc(CCNC(=O)CCCCCNc2nc(=S)[nH]c3ccccc23)cc1OC	-1	2	0	-2	-1	-17	-11	1.1	-11
CCN(CC(=O)Nc1c(F)cccc1F)C(=O)CCCNC(=O)c1ccc(Cl)cc1	-10	-2	3	-2	-8	3	6	-0.8	0
COc1ccc(NC(=O)CSCC(=O)Nc2cccc3ncccc23)cc1	-4	8	2	0	-4	-1	11	0.5	0
CCCCN(C(=O)c1ccc(COc2ccccc2)o1)c1c(N)n(CC(C)C)c(=O)[nH]c1=O	6	·	0	1	·	15	4	1.7	5
CCCC(NC(=O)COc1cc2c(c3oc(=O)cc(C)c13)CCC(C)(C)O2)C(=O)O (configuration not stated)	0	1	0	-2	-9	0	9	1.0	2
CCOC(=O)CSc1nnc(-c2cc(OC)c(OC)c(OC)c2)o1	-4	-5	0	-1	0	6	2	0.0	6
COCCNc1c2c(nc3ccccc13)CCC2	-1	1	0	5	6	-4	2	1.7	3
O=C1NC(Cc2ccc(O)cc2)c2nc3ccccc3c(=O)n2-c2ccccc21 (configuration not stated)	·	·	4	1	·	11	-1	·	-7

Entries from the list above that have four or more nitrogen atoms:
molecule	PP1 inh	CTSL1 counter	GRK2 aptamer HTS	JMJD2C inh	HCV core dimer	VLA-4 inh	proCasp3 act	PP5 primary	proCasp7 act
CCC1CCCCN1CCN1C(=O)C2C(C(=O)Nc3ccc(OC)cc3)C3C=CC2(O3)C1C(=O)NC1CCCCC1 (configuration not stated)	2	-1	0	-38	-2	1	0	1.0	3
Cc1[nH]n(-c2ccccc2)c(=O)c1/C=N/NC(=O)c1cccc([N+](=O)[O-])c1	-2	-2	0	10	-7	0	-1	1.9	5
CS(=O)(=O)c1ccc(-c2nnc(NC(=O)c3cccc(N4C(=O)CCC4=O)c3)o2)cc1	-9	1	0	-13	1	1	13	-0.4	6
CCOC(=O)N1CCN(S(=O)(=O)c2ccc(C(=O)NNc3nc4ccc(Cl)cc4s3)cc2)CC1	16*	0	2	-18	17	4	-2	-0.1	-3
Cc1cccc(C(=O)N2CCN(Cc3nc4sc5c(c4c(=O)[nH]3)CCCC5)CC2)c1	-1	7	0	-4	10	3	-3	-0.5	2
COc1ccccc1NC(=O)CN1CCC(c2nc3ccccc3[nH]2)CC1	-4	0	0	3	-1	25	2	-1.8	4
Cn1c(CSCc2ccc(F)cc2)nnc1SCC(=O)N1CCN(c2ccccc2)CC1	0	1	0	-8	-1	13	2	-2.0	-1
CCC1CCCCN1CCCNC(=O)c1c(O)nc2cc(C)ccn2c1=O (configuration not stated)	3	2	0	-23	-7	13	2	0.1	4
O=C(Nc1cccc(-c2ccc(N3CCOCC3)nn2)c1)c1ccc(Cl)cc1	-2	6	2	-36	4	4	4	-1.2	1
O=C(CN(C(=O)c1csnn1)c1cccc2c1CCCC2)NC1CCCC1	1	2	0	-1	-3	10	-1	-1.9	-9
Cc1nc2scc(C)n2c(=O)c1S(=O)(=O)N1CCN(c2ccccc2)CC1	1	0	2	3	-3	-1	-1	1.9	-1
COc1ccc(CCNC(=O)CCCCCNc2nc(=S)[nH]c3ccccc23)cc1OC	-1	2	0	-2	-1	-17	-11	1.1	-11
CCCCN(C(=O)c1ccc(COc2ccccc2)o1)c1c(N)n(CC(C)C)c(=O)[nH]c1=O	6	·	0	1	·	15	4	1.7	5

Bioassay records (PubChem)
